MsrA act = bovine methionine sulfoxide reductase A activation | 360,000 compounds, 0.3% hits | activation, % at 10.6 µM | purified bovine MsrA, absorbance read-out; in the data active = activation above about 7.5%;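 note: 0% = vehicle and 100% = reference activator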
PABP1 MLLE inh = blocks PAM2 peptide binding to the PABP1 MLLE domain. P11940. GST-MLLE / FITC-PAM2 fluorescence polarization. inhibition, % at 20 µM. AID 588489. 360,000 compounds, 0.36% hits; in the data active = inhibition above about 35%, passing the limit was not always enough;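 note: plate controls were DMSO wells with GST-MLLE for no effect and wells lacking GST-MLLE protein for full effect; some results filed as inactive read as strong as hits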
Target sequence (P11940 whole entry, looked up, the tested form may be a part): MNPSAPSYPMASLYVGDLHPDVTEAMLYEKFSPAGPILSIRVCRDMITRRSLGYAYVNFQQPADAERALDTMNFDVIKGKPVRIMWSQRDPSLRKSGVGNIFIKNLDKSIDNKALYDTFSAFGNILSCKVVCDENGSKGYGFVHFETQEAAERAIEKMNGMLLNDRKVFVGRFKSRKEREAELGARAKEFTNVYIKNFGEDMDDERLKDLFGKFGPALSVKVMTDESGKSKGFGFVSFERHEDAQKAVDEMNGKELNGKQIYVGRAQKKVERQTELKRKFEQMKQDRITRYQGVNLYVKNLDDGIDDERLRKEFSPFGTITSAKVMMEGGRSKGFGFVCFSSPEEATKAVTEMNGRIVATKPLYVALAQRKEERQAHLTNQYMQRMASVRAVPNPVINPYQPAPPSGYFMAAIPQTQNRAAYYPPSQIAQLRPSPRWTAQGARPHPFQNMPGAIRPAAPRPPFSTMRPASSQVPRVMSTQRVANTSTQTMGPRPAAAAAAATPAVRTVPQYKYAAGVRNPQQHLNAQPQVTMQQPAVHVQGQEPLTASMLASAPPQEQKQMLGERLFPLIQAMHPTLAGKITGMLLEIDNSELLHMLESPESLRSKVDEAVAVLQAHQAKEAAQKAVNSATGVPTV
MsrA inhibitor = bovine MsrA inhibition; 360,000 compounds, 0.75% hits; inhibition, % at 15.5 µM; purified bovine MsrA, absorbance read-out; in the data active = inhibition above about 4.5%;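 note: 0% = vehicle wells with enzyme and 100% = reference inhibitor wells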
SKN-1 inh = blocks SKN-1 activity in C. elegans. inhibition, % at 21.8 µM. 360,000 compounds, 0.49% hits. C. elegans VP596 Pgst-4::GFP/RFP ratio, acrylamide-induced, 24 h;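 active = interference check ratio from 0.5 to 1.5 plus GFP to RFP signal ratio inhibition reaching or exceeding a fixed threshold, cut at about 30% in these data, passing the limit was not always enough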; note: some compounds called inactive have numbers as strong as hits
MT1-MMP act inh = inhibitors of human MT1-MMP activation | P50281 | HT1080 RFP-PRO-GFP cells, GFP/RFP ratio fluorescence, overnight; percent of plate control window, DMSO zero | GFP/RFP ratio change, % at 20 µM | 360,000 compounds, 0.061% hits | AID 651647;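 active = GFP/RFP ratio change of at least 30% with cell ATP level not reduced by more than half and red fluorescence within 50% of control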; note: strong numbers were not always called active
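Read-out: GFP/RFP fluorescence ratio; Test system: RFP-PRO-GFP reporter HT1080 cells; Compound dosing: single-point 20 µM compound, 1% DMSO; Times: overnight compound exposure at 37 °C.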
NRP1-CendR mod = modulators of CendR peptide binding to human neuropilin-1. O14786. FAM-RPARPAR peptide binding to NRP-1, fluorescence polarization. inhibition, % at 25 µM. 360,000 compounds, 0.85% hits;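 active = inhibition or corrected inhibition above about 18%, plus a signal ratio from 0.5 to 1.5, limit read from the data, passing the limit was not always enough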; note: strong numbers were not always called active
FAS-TE inh = inhibitors of human fatty acid synthase thioesterase domain | recombinant FAS-TE, OMFH fluorogenic substrate, fluorescence endpoint | 360,000 compounds, 0.67% hits | P49327 | inhibition, % at 15 µM;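 active = compounds whose normalised, plate-corrected inhibition of enzyme fluorescence in the single-dose primary screen is 50% or more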;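 note: 0% = DMSO with enzyme and 100% = substrate without enzyme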
TbMetRS inhib = blocks T. brucei methionyl-tRNA synthetase activity. purified T. brucei MetRS, ATP depletion, Kinase-Glo luminescence. 360,000 compounds, 0.4% hits. AID 624268. inhibition, % at 11.9 µM;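 active = inhibition above a per-plate cutoff of the control wells' mean inhibition plus 3 SD, cut at about 5.5% in these data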;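 note: 0% = DMSO wells median and 100% = median of wells with control inhibitor compound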
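Test system: purified T. brucei MetRS enzyme. Also added: ATP, methionine and E. coli bulk tRNA substrates. Compound: 11.9 µM single point. Schedule: 15 min enzyme-compound preincubation, 2 h reaction, 10 min detection, 25 °C. Signal: luciferase luminescence of residual ATP, Kinase-Glo. Evaluation: percent inhibition versus plate control medians. Controls: DMSO wells, low control.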
E coli Lon inh = E. coli protease La inhibition | purified E. coli Lon protease, fluorescence polarization | 360,000 compounds, 0.42% hits | P0A9M0 | inhibition, % at 7.94 µM | AID 602123; in the data active = inhibition above about 13%, passing the limit was not always enough;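 note: 0% = enzyme with probe and DMSO and 100% = no enzyme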
Active calls of the source: *.

Screening CCN1CCN(C(=O)C2c3cc(OC)c(OC)cc3C(=O)N(C)C2c2ccc(SC)cc2)CC1 (stereo unspecified) returned MsrA act -2, PABP1 MLLE inh -1, MsrA inhibitor -0.9, SKN-1 inh -14, MT1-MMP act inh -2, NRP1-CendR mod -11, FAS-TE inh -6, TbMetRS inhib -0.2 and E coli Lon inh 2.
For CCOC(=O)C1=C(COC(=O)/C=C/c2ccco2)NC(=O)NC1C (stereo unspecified) the results were MsrA act -2, PABP1 MLLE inh -1, MsrA inhibitor 0.1, SKN-1 inh 11, MT1-MMP act inh 3, NRP1-CendR mod -21, FAS-TE inh -6, TbMetRS inhib -0.6 and E coli Lon inh 5.
`CC(=O)Nc1ccc2c(O)cc(S(=O)(=O)O)cc2c1` gave MsrA act -3, PABP1 MLLE inh 8, MsrA inhibitor 1.9, SKN-1 inh 7, MT1-MMP act inh 4, NRP1-CendR mod -26, FAS-TE inh -9, TbMetRS inhib -0.3 and E coli Lon inh -24.
Screening COc1ccc(CNC(=O)N[C@@H](Cc2c[nH]c3ccccc23)C(=O)O)cc1 returned MsrA act -7, PABP1 MLLE inh 1, MsrA inhibitor -0.5, SKN-1 inh -8, MT1-MMP act inh -4, NRP1-CendR mod -1, FAS-TE inh 0, TbMetRS inhib -1.0 and E coli Lon inh -7.
For O=C(OC(C(=O)NCC1CCCO1)c1ccccc1F)c1ccco1 (stereo unspecified) the results were MsrA act 1, PABP1 MLLE inh 1, MsrA inhibitor 0.5, SKN-1 inh -11, MT1-MMP act inh -1, NRP1-CendR mod 16, FAS-TE inh -4, TbMetRS inhib -0.3 and E coli Lon inh -7.
Nc1nc(SCC(=O)Nc2ccc(Cl)cn2)n[nH]1 was read as MsrA act -3, PABP1 MLLE inh -16, MsrA inhibitor 0.5, SKN-1 inh 1, MT1-MMP act inh 2, NRP1-CendR mod 12, FAS-TE inh -7, TbMetRS inhib -0.7 and E coli Lon inh -4.
CCOC(=O)c1sc(=S)n(-c2ccccc2Cl)c1C was read as MsrA act -2, PABP1 MLLE inh 23, MsrA inhibitor 0.6, SKN-1 inh 13, MT1-MMP act inh 0, NRP1-CendR mod -3, FAS-TE inh 19, TbMetRS inhib -0.2 and E coli Lon inh -2.
Screening N#Cc1c(-c2ccccc2)nc(SCC(=O)Nc2ccc(OC(F)(F)Cl)cc2)[nH]c1=O returned MsrA act -2, PABP1 MLLE inh -1, MsrA inhibitor -0.9, SKN-1 inh 10, MT1-MMP act inh 1, NRP1-CendR mod -4, FAS-TE inh 37, TbMetRS inhib -0.7 and E coli Lon inh -5.
Screening O=C(NCc1ccc(Cl)cc1)c1ncn[nH]1 returned MsrA act -4, PABP1 MLLE inh -2, MsrA inhibitor -0.2, SKN-1 inh -8, MT1-MMP act inh 5, NRP1-CendR mod -4, FAS-TE inh -7, TbMetRS inhib -0.4 and E coli Lon inh -11.
CC(C)NC(=O)c1cc(=O)n(C)c(=O)n1C was read as MsrA act -3, PABP1 MLLE inh -17, SKN-1 inh 7, MT1-MMP act inh 1, NRP1-CendR mod 3, FAS-TE inh -5, TbMetRS inhib -0.9 and E coli Lon inh -9.
Screening Cc1ccc(Nc2nnc(SCC(=O)Nc3cccnc3Cl)s2)cc1C returned MsrA act -12, PABP1 MLLE inh -83, MsrA inhibitor -0.7, SKN-1 inh -6, MT1-MMP act inh -1, NRP1-CendR mod -20, FAS-TE inh 5, TbMetRS inhib -1.7 and E coli Lon inh 1.
`CCc1ccc(-c2nnn(CC(=O)N(C3CCCC3)C3CCS(=O)(=O)C3)n2)cc1` (stereo unspecified) gave MsrA act -2, PABP1 MLLE inh -26, MsrA inhibitor 1.0, SKN-1 inh 13, MT1-MMP act inh 3, NRP1-CendR mod -6, FAS-TE inh 0, TbMetRS inhib 0.7 and E coli Lon inh -17.
For Cc1cccn2c(=O)c3cc(C(=O)NC4CCCCC4)sc3nc12 the results were MsrA act -5, PABP1 MLLE inh 6, MsrA inhibitor -0.6, SKN-1 inh 2, MT1-MMP act inh 3, NRP1-CendR mod 1, FAS-TE inh 4, TbMetRS inhib -0.2 and E coli Lon inh 2.
CCC(C)(C)NC(=O)CN(C(=O)CCC(=O)Nc1nccs1)c1ccccc1C was read as MsrA act -10, PABP1 MLLE inh -4, MsrA inhibitor -1.0, SKN-1 inh -14, MT1-MMP act inh -1, NRP1-CendR mod 8, FAS-TE inh -3, TbMetRS inhib -1.2 and E coli Lon inh 0.
COc1ccc(C(=O)N(C)Cc2nc3ccccc3c(=O)[nH]2)cc1S(=O)(=O)N1CCCC1 was read as MsrA act -9, PABP1 MLLE inh -3, MsrA inhibitor -0.2, SKN-1 inh 5, MT1-MMP act inh 1, NRP1-CendR mod 0, FAS-TE inh -5, TbMetRS inhib -0.3 and E coli Lon inh -11.
Screening Cc1ccc(C)c(Nc2nc3ccccc3[nH]2)c1 returned MsrA act 0, PABP1 MLLE inh -43, MsrA inhibitor 1.0, SKN-1 inh 13, MT1-MMP act inh 3, NRP1-CendR mod -6, FAS-TE inh -9, TbMetRS inhib 1.3 and E coli Lon inh -11.
Screening Cc1ccc(C2C3=C(CC(C)(C)CC3=O)Nc3[nH]c(=S)[nH]c(=O)c32)cc1 (stereo unspecified) returned MsrA act 3, PABP1 MLLE inh 21, MsrA inhibitor 2.9, SKN-1 inh 18, MT1-MMP act inh -1, NRP1-CendR mod 2, FAS-TE inh -7, TbMetRS inhib -0.2 and E coli Lon inh 8.
Screening COc1ccccc1CC(=O)Nc1ccc2nc(C)sc2c1 returned MsrA act -5, PABP1 MLLE inh 4, MsrA inhibitor -1.4, SKN-1 inh 13, MT1-MMP act inh 0, NRP1-CendR mod -2, FAS-TE inh -4, TbMetRS inhib -0.1 and E coli Lon inh -7.
`O=C(N/C=C\c1ccccc1)NCc1ccc(Cl)cc1Cl` gave MsrA act -4, PABP1 MLLE inh -5, MsrA inhibitor 0.8, SKN-1 inh -10, MT1-MMP act inh -6, NRP1-CendR mod 1, FAS-TE inh 1, TbMetRS inhib 0.5 and E coli Lon inh 0.
Screening Cc1ccc(C(=O)NCCCn2ccnc2)cc1[N+](=O)[O-] returned MsrA act 1, PABP1 MLLE inh -1, MsrA inhibitor -0.2, SKN-1 inh -6, NRP1-CendR mod -5, FAS-TE inh 1, TbMetRS inhib -0.8 and E coli Lon inh -11.
`COc1ccc(Cl)cc1CC=NNC(=O)c1ccncc1` gave MsrA act -1, PABP1 MLLE inh 5, MsrA inhibitor 0.4, SKN-1 inh 20, MT1-MMP act inh 7, NRP1-CendR mod -13, FAS-TE inh -3, TbMetRS inhib 0.0 and E coli Lon inh -20.
`C=CCN(C(=O)CNC(=O)c1cccs1)C(C(=O)NC(C)(C)C)c1ccccc1` (stereo unspecified) gave MsrA act -2, PABP1 MLLE inh -16, MsrA inhibitor -0.2, SKN-1 inh 7, MT1-MMP act inh -5, NRP1-CendR mod 2, FAS-TE inh -4, TbMetRS inhib -0.3 and E coli Lon inh -8.
Cc1cccc(CC(=O)Nc2cc(C)c3c(=O)oc4ccccc4c3n2)c1 was read as MsrA act -6, PABP1 MLLE inh -16, MsrA inhibitor -0.3, SKN-1 inh -3, MT1-MMP act inh -2, NRP1-CendR mod -2, FAS-TE inh 0, TbMetRS inhib -1.0 and E coli Lon inh -15.
CCOC(=O)c1cnn(-c2nc(-c3cccc(F)c3)cs2)c1C(F)(F)F was read as MsrA act 5, PABP1 MLLE inh -9, MsrA inhibitor -0.6, SKN-1 inh 12, MT1-MMP act inh 1, NRP1-CendR mod -1, FAS-TE inh 29, TbMetRS inhib -0.3 and E coli Lon inh 8.
For S=C(NCc1ccccc1)NC1CCCCC1 the results were MsrA act -2, PABP1 MLLE inh -47, MsrA inhibitor 0.5, SKN-1 inh -3, MT1-MMP act inh 2, NRP1-CendR mod -3, FAS-TE inh -1, TbMetRS inhib -0.6 and E coli Lon inh 2.
Cc1ccc(Cl)cc1NC(=S)N(Cc1ccco1)C(C)c1cccs1 (stereo unspecified) was read as MsrA act 0, PABP1 MLLE inh -17, MsrA inhibitor -1.8, SKN-1 inh -9, MT1-MMP act inh -1, NRP1-CendR mod -11, FAS-TE inh 29, TbMetRS inhib -0.5 and E coli Lon inh -5.
`Cc1ccc(C(=O)OCC(=O)Nc2sc3c(c2C#N)CCCCC3)cc1NC(=O)c1ccco1` gave MsrA act 4, PABP1 MLLE inh -25, MsrA inhibitor 1.5, SKN-1 inh 13, MT1-MMP act inh 0, NRP1-CendR mod 2, FAS-TE inh 20, TbMetRS inhib -0.5 and E coli Lon inh 19.
Cc1cc(C)cc(Nc2ccc3nonc3c2[N+](=O)[O-])c1 was read as MsrA act -5, PABP1 MLLE inh 0, MsrA inhibitor 4.1, SKN-1 inh 2, MT1-MMP act inh 4, NRP1-CendR mod -2, FAS-TE inh -2, TbMetRS inhib -0.4 and E coli Lon inh 0.
For O=C1c2ccccc2C(=O)N1CCc1csc(-c2ccc(F)cc2)n1 the results were MsrA act 1, PABP1 MLLE inh 0, MsrA inhibitor -0.1, SKN-1 inh 12, MT1-MMP act inh 4, NRP1-CendR mod -8, FAS-TE inh 28, TbMetRS inhib -0.8 and E coli Lon inh 3.
CC(=O)CC1OC(=O)C(Br)=C1NCc1ccccc1 (stereo unspecified) was read as MsrA act -13, PABP1 MLLE inh -36, MsrA inhibitor 1.7, SKN-1 inh 12, MT1-MMP act inh 8, NRP1-CendR mod 7, FAS-TE inh -11, TbMetRS inhib -1.2 and E coli Lon inh 2.
For COc1ccc(S(=O)(=O)N2CCC(C(=O)NC(C)CCc3ccccc3)CC2)cc1 (stereo unspecified) the results were MsrA act -5, PABP1 MLLE inh -3, MsrA inhibitor 0.9, SKN-1 inh -11, MT1-MMP act inh 0, NRP1-CendR mod 4, FAS-TE inh 6, TbMetRS inhib -0.3 and E coli Lon inh 6.
Screening O=C(c1ccco1)N1CCCN(C(=O)c2ccco2)CC1 returned MsrA act -2, PABP1 MLLE inh -4, MsrA inhibitor 0.2, SKN-1 inh -20, MT1-MMP act inh -2, NRP1-CendR mod 2, FAS-TE inh -10, TbMetRS inhib -0.9 and E coli Lon inh -1.
O=C(COC(=O)c1ccc(Br)cc1)NCCN1C(=O)CSC1=O was read as MsrA act 0, PABP1 MLLE inh -5, MsrA inhibitor -0.2, SKN-1 inh -8, MT1-MMP act inh -1, NRP1-CendR mod -7, FAS-TE inh -2, TbMetRS inhib -0.1 and E coli Lon inh 9.
CCOC(=O)C(Cc1ccc(O)cc1)Nc1nc2ccccc2o1 (stereo unspecified) was read as MsrA act -8, PABP1 MLLE inh 1, MsrA inhibitor 1.1, SKN-1 inh -5, MT1-MMP act inh -4, NRP1-CendR mod 8, FAS-TE inh 1, TbMetRS inhib -0.3 and E coli Lon inh -11.
Screening O=C(CCC(=O)c1ccc(F)cc1)Nc1cccnc1 returned MsrA act -11, PABP1 MLLE inh 0, MsrA inhibitor -0.6, SKN-1 inh 16, MT1-MMP act inh -1, NRP1-CendR mod -4, FAS-TE inh -9, TbMetRS inhib -0.9 and E coli Lon inh -2.

Bioassay records deposited in PubChem BioAssay by several laboratories.
